ERG-DNA inh: qHTS for Small Molecule Inhibitors of the ERG Ets/DNA interaction | Transcriptional regulator ERG (Homo sapiens), P11308 | fluorescence polarization, His-ERG Ets domain / labelled DNA | Potency, µM (titrated, usually from 76.9 µM), without a hit: top-dose FP activity, negative = inhibition, actives largely listed as inhibitors | actives 0.028% (n = 370,000) | AID 624246, 2012; active = well fitted inhibition curve with a large enough effect in the polarisation, with a control signal flat; inconclusive = small, poorly fitted or top-dose-only effect, or effect the other way, or a change in a side signal; inactive = no such curve, though single readings can be large or run the other way; the % refers to the polarisation;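 also: polarization taken with two DNA probes labelled with fluorescein and Texas red; potency is read from the fitted curve at half-maximal effect; % of control where 0% means no effect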
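His-tagged ERG Ets domain (1 uM in the protein solution; 300mM KCl, 50mM Tris-HCl, 1mM EDTA, 1mM DTT, pH 7.5) received compound, then a probe mix of 5 nM fluorescein-DNA and 100nM Texas-615-DNA. Fluorescence polarization was read for both dyes.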
APE1 inh: qHTS Assay for Inhibitors of the Human Apurinic/apyrimidinic Endonuclease 1 (APE1); actives 0.35% (n = 350,000); Potency, µM (top dose mostly 65.8 µM), for inactives: at the highest dose activity change, negative = inhibition, usual class: inhibitors; DNA repair nuclease/redox regulator APEX1 (Homo sapiens), P27695; recombinant APE1, TAMRA/BHQ-2 abasic DNA cleavage fluorescence; AID 2517, 2012;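 also: potency is read from the fitted curve at half-maximal effect; plate controls were vehicle for no effect and reference inhibitor for full effect; nearly all actives have a fitted effect of over 55% in size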
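Enzyme (0.75 nM final) and test compound are incubated 15 min at room temperature before adding 50 nM quenched THF abasic-site duplex. Cleavage dequenches TAMRA, followed at 525/598 nm over three reads one minute apart.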
POLH inh: qHTS for Inhibitors of Polymerase Eta; AID 588591, 2011; Potency, µM (highest dose often 114 µM), inactives show at the top dose activity change, negative = inhibition, usual class: inhibitors; actives 1.2% (n = 390,000); recombinant Pol eta, fluorescent DNA replication assay; DNA polymerase eta (Homo sapiens), Q9Y253; also: potency is read from the fitted curve at half-maximal effect; % is scaled to controls: 0 for no effect and ±100 for the full control effect
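Pol eta at 10 nM preincubated with compounds 15 min at room temperature; reaction started with fluorescent substrate (50 nM final) and read kinetically at 0 and 10 min.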
POLB inh: qHTS Assay for Inhibitors of DNA Polymerase Beta; P06746; Pol beta primer extension/strand displacement, fluorescence kinetic; Potency, µM (highest dose often 114 µM), inactives show top-dose activity change, negative = inhibition, hits mostly inhibitors; actives 1.3% (n = 340,000); also: potency is read from the fitted curve at half-maximal effect; % is scaled to controls: 0 for no effect and ±100 for the full control effect
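Preincubation: enzyme (10 nM) with compound, 15 min, RT. Reaction: substrate added to 50 nM final. Reads: 0 and 10 min. Analysis: normalized, Hill fit.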
LDHA inh: qHTS assay for inhibitors of human lactate dehydrogenase. purified LDHA, NADH/diaphorase-resazurin fluorescence; active compounds read low. L-lactate dehydrogenase A chain (Homo sapiens), P00338. activity change, % (values are at about 110 or 230 µM). AID 1347041, 2019. actives 0.15% (n = 480,000); in the data active = activity change below about -30%; inconclusive = mostly about -25% to -30%;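 also: plate controls were DMSO wells for no effect and wells without enzyme for full effect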
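Resorufin fluorescence (ex540/em590), read at 0 and 20 min after diaphorase/resazurin addition, reports the NADH left after a 5 min room-temperature reaction of 2 nM human LDH5 with 0.06 mM NADH and 0.2 mM pyruvate.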
12-LOX inh: Primary qHTS assay for inhibitors of human arachidonate 12S-lipoxygenase (ALOX12): Round 2; Polyunsaturated fatty acid lipoxygenase ALOX12 (Homo sapiens), P18054; purified 12hLO, xylenol orange hydroperoxide absorbance; Potency, µM (doses to about 108 µM), without a hit: top-dose activity change, negative = inhibition, most hits filed as inhibitors; actives 1.1% (n = 580,000); AID 1671190, 2021; also: potency is read from the fitted curve at half-maximal effect; % is scaled to controls: 0 for no effect and ±100 for the full control effect
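Purified human 12hLO (150 nM final) in 25 mM Hepes, 0.01% Triton X-100, pH 7.0 was preincubated 15 min at room temperature with compound. Then 40 uM arachidonic acid was added, 30 min. Hydroperoxide was read by Fe-XO absorbance ratio 573/405 nm.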
Pol kappa inh: qHTS for Inhibitors of Polymerase Kappa; DNA polymerase kappa (Homo sapiens), Q9UBT6; purified Pol kappa, fluorescent DNA synthesis assay, 10 min; Potency, µM (titrated, usually from 107 µM), without a hit: at the highest dose activity, negative = inhibition, hits mostly inhibitors; actives 0.53% (n = 400,000); also: potency is read from the fitted curve at half-maximal effect; % is scaled to controls: 0 for no effect and ±100 for the full control effect
Target sequence (Q9UBT6 whole entry, looked up): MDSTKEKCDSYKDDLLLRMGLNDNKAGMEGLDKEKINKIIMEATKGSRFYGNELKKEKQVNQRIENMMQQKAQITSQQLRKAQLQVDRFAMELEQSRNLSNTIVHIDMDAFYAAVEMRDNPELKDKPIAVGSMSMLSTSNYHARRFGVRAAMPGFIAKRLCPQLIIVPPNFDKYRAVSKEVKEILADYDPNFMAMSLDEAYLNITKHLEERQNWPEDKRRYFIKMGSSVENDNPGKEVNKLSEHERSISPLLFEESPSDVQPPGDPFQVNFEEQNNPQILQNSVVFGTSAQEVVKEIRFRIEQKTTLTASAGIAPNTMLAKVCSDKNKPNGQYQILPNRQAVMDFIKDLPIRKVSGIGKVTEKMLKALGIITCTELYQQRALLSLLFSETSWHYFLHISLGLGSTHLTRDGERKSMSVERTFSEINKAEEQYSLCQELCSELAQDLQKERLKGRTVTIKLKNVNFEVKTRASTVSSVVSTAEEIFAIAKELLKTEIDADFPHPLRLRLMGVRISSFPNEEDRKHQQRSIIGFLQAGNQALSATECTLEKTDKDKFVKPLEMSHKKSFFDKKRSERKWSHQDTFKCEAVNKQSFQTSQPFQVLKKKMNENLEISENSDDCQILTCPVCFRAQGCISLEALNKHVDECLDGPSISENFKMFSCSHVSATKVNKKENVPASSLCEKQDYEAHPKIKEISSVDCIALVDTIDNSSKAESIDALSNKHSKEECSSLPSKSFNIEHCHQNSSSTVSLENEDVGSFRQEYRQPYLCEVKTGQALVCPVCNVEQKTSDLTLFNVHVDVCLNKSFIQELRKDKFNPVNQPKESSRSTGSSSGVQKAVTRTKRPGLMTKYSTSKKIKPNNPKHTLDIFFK
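Enzyme at 10 nM met test compounds for 15 min at room temperature. Substrate addition (50 nM final) began the reaction, which was monitored by fluorescence at 0 and 10 min.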
RGS4 inhibitor: Inhibitors of Regulator of G Protein Signaling (RGS) 4: qHTS | Transcreener GDP fluorescence polarization, RGS4-accelerated GTP hydrolysis | Regulator of G-protein signaling 4 (Homo sapiens), P49798 | actives 0.039% (n = 390,000) | Potency, µM (series often up to 114 µM), without a hit: at the highest dose activity change, negative = inhibition, hits mostly inhibitors; also: potency is read from the fitted curve at half-maximal effect; % is scaled to controls: 0 for no effect and ±100 for the full control effect; nearly all actives have a fitted effect of over 75% in size; some results filed as inactive show a strong effect at the top dose
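MLSMR compounds (23 nl, pin-transferred) preincubated 10 min at room temperature with a 500nM (2x) first reagent, then RGS4 at 900nM (2x) plus Transcreener GDP mix added; fluorescence polarization (620/688 nm) read before and after 90 min at 30 °C.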
Anesthetic bind: qHTS Assay for Identification of Novel General Anesthetics; Ferritin light chain (Equus caballus), P02791; apoferritin/1-aminoanthracene competitive binding, fluorescence; Potency, µM (series often up to 77.5 µM), inactives show top-dose activity change, negative = displacement, hits mostly inhibitors; actives 0.074% (n = 350,000); also: potency is read from the fitted curve at half-maximal effect; % is scaled to controls: 0 for no effect and ±100 for the full control effect; nearly all actives have a fitted effect of over 20% in size
Target sequence (P02791 2-175 limits assumed): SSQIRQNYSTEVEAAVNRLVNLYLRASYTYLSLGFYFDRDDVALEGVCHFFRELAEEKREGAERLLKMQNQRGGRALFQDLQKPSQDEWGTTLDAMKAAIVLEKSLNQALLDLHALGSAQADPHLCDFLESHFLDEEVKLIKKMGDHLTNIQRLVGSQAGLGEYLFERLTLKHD
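In PBS, apoferritin at 10 uM is loaded with 1-AMA from a 50% saturated solution. After 10 min of compound exposure at ambient temperature, reduced 535 nm fluorescence indicates probe displacement.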
Numbers without * were called inactive; ? = inconclusive; . = no result given; & = joins results of further samples; [ ] = another dose, or the depositor's remark. Unless noted, calls follow the shape of the dose curve; as a rule, active = well fitted curve in the direction sought with a large enough effect; inconclusive = small, poorly fitted or top-dose-only effect, or another doubt; inactive = no such curve, though single readings can be large; an effect the other way counts as inactive or inconclusive.

SMILES	ERG-DNA inh	APE1 inh	POLH inh	POLB inh	LDHA inh	12-LOX inh	Pol kappa inh	RGS4 inhibitor	Anesthetic bind
O=C1CCC(C(=O)N(Cc2ccco2)C2(C(=O)NC3CCCC3)CCCCC2)N1 (centres undefined)	-2%	5%	0%	-2%	-8	.	-1%	-41%	-8%
COCCNC(=O)c1ccc(C)c(S(=O)(=O)Nc2ccc(C)cc2)c1	4%	0%	-3%	25%	-1	1%	-3%	10%	-13%
Nc1nc(OCC2CCCCC2)c2[nH]cnc2n1	0%	-4%&-2%	-3%	0%	-6	-2%	-16%	5%	-17%&-9%
Cc1ccc(-c2nc(-c3ccncc3)no2)c(C)c1	-1%	-18%	-8%	11%	-2	1%	12%	6%	-20%
Cn1cnc2cc(NC(=O)COc3ccccc3)ccc21	0%	-20%	-3%	26%	-10	13%	-15%	5%	-8%
COc1ccc(NC(=O)C2CCCN(C(=O)Nc3ccc(F)cc3)C2)cc1 (centres undefined)	-11%	14%	-22%	-3%	-17	14%	-5%	14%	-16%
COc1cccc(-c2sc3ccc(OC)cc3c2C#CCCO)c1	-6%	-4%	-14%	.	-3	?	-6%	6%	.
COc1ccc(OC)c(NS(=O)(=O)c2ccc(N3CCCCS3(=O)=O)cc2)c1	1%	.	-15%	14%	4	-22%	-14%[60.1 µM]	0%	4%
COc1ccc(-c2[nH]ncc2CN2CCN(c3ccc(F)cc3)CC2)cc1	12%	-1%	-12%	-16%	2	33%[activator]	8%	-13%	6%
COc1cccc(OCC(=O)O)c1	-1%	10%	-7%	-14%	-4	-6%	-10%	-1%	-3%
CC(=O)N1N=C(c2cccc(Cl)c2)OC1c1ccc(C(C)C)cc1 (centres undefined)	-8%	0%	-9%	36%	0	?	-15%	7%	?
Oc1c(Cl)cc(Cl)cc1/C=N/c1nccs1	12%	-4%	-3%	-5%	3	21%	-11%	?	-3%
CC(=O)c1ccc(N2Cc3ccccc3C2=NC(=O)c2cccs2)cc1	-2%	10%	-14%	19%	-11	-21%	9%	-3%	-2%
Cc1cc2c(NCc3ccccc3)ncnc2s1	-13%	39%	-9%	1%	-4	5%	-6%	-6%	-8%
CC1CN(S(=O)(=O)c2cccc(C(=O)N(C)C3CCN(C)CC3)c2)CC(C)O1 (centres undefined)	-6%	41%	-17%	.	2	-10%	10%	-26%	.
COc1cccc(C(=O)N2c3cc(C)ccc3OCC2C(C)(C)C)c1 (centres undefined)	14%	-12%	-9%	2%	1	-8%	-2%	-9%[56.9 µM]	38%[activator]
Cc1ccc(S(=O)(=O)N2CCN(C(=O)C(C)Cn3cncn3)CC2)cc1C (centres undefined)	-4%	40%	-16%	32%	-1	?	-1%	-14%	3%
CC1=CC(=O)Nc2ccccc2S1	4%	.	14%	.	5	?	-18%	?	.
CC(=O)c1ccc(N2CCN(S(=O)(=O)c3ccc4c(c3)CC(C)N4C(=O)C3CC3)CC2)cc1 (centres undefined)	-1%	-9%	-4%	12%	-3	0%	7%	11%	1%
Cc1cccc(C)c1OCC(O)CNC(C)(C)C (centres undefined)	-4%	1%	-9%	35%	-15	0%	-8%	4%	-9%
Cc1ccc2nc(SCC(=O)Nc3ncccn3)[nH]c2c1	3%	-1%	-9%	0%	0	6%	-6%	-20%	-6%
CCCN(CCC)CCNC(=O)c1cc2c(=O)n(CC)c3ccccc3c2s1	-6%	16%	-7%	8%	-6	-7%	0%	7%	-7%
COc1cc(/C=N/NC(=O)NC23CC4CC(CC(C4)C2)C3)ccc1O	5%	30%	-10%	0%	-2	?	-6%	-2%	?
CC(C)c1nc2c(c(=O)c3ccccc3n2C)c(=O)n1CCc1ccccc1	-2%	2%	2%	80%	-11	?	4%	6%	-6%
COc1ccc(C)cc1N(CC(N)=O)S(=O)(=O)c1ccc(C)cc1	2%	-1%	3%	13%	-8	?	-13%	18%	-13%
CCOC(=O)C1C(C(=O)OC)=C(c2ccc(F)cc2)c2ccccc2N1S(=O)(=O)C(F)(F)F (centres undefined)	0%	-22%&-3%	-6%	.	4	-29%	2%	-14%	-20%
COc1ccc(N2CCN(C(=O)CCNS(=O)(=O)c3ccc(Br)s3)CC2)cc1	-5%	0%	-15%	-11%	-3	0%	-3%	6%	-15%
O=C(NCc1ccccc1)C(=O)Nc1cccc(C(=O)O)c1	6%	6%	-1%	7%	-8	-16%	-7%	20%[56.9 µM]	2%
COc1ccc2[nH]c3ccccc3c2c1	-1%	9%	-12%	6%	-12	0%	-5%	18%	-14%
CC1(C)C(=O)OC(c2cccn2-c2cccc([N+](=O)[O-])c2)C2(CCCCC2)C1=O (centres undefined)	.	-2%	.	18%	.	-11%	.	.	4%

3 entries already listed, arranged by their value in Pol kappa inh, highest first:
Molecule	ERG-DNA inh	APE1 inh	POLH inh	LDHA inh	12-LOX inh	Pol kappa inh	RGS4 inhibitor	Anesthetic bind
O=C1CCC(C(=O)N(Cc2ccco2)C2(C(=O)NC3CCCC3)CCCCC2)N1 (centres undefined)	-2%	5%	0%	-8	.	-1%	-41%	-8%
Cc1ccc2nc(SCC(=O)Nc3ncccn3)[nH]c2c1	3%	-1%	-9%	0	6%	-6%	-20%	-6%
Cc1cccc(C)c1OCC(O)CNC(C)(C)C (centres undefined)	-4%	1%	-9%	-15	0%	-8%	4%	-9%

(next part)
SMILES	ERG-DNA inh	APE1 inh	POLH inh	POLB inh	LDHA inh	12-LOX inh	Pol kappa inh	RGS4 inhibitor	Anesthetic bind
O=C(O)CCc1ccc(-c2ccccc2)n1NC(=O)c1sc2ccccc2c1Cl	1%	2%	2%	1%	-11	-12%	-14%	7%	-7%
C=CCN1C(=O)C2C(C(=O)NC3CCCC3)C3(C)C=CC2(O3)C1C(=O)NC1CCCC1 (centres undefined)	2%	14%	-1%	0%	-8	-7%	-23%	-27%	5%
CCSc1nnc(N2C(=O)C(O)=C(C(=O)c3ccco3)C2c2cccc(OC)c2)s1 (centres undefined)	22%	36%	-14%	-1%	7	?	2%	?	?
CCOC(=O)c1cccc(NC(=O)COc2nsnc2N2CCOCC2)c1	-3%	-15%	-8%	40%	-5	-19%	-15%	23%	3%
O=C(CSCc1c(F)cccc1Cl)NCc1cccnc1	7%	?	-6%	0%	-3	-8%	0%	6%	-5%
O=C(Oc1cc(Cl)ccc1Cl)c1ccc(N2CCOCC2)c([N+](=O)[O-])c1	3%	-3%	-6%	-1%	0	-8%	2%	4%	?
CSC(=O)NC(=O)NC(=O)c1ccc([N+](=O)[O-])cc1	5%	1%	-15%	-26%	-2	?	5%	10%	4%
CC(C)CC(=O)N1c2nc(C(C)C)nn2C2(CCCCC2)[C@@H]2CCCC[C@@H]21	9%	.	-19%	-26%	0	-9%	1%	9%	-4%
COc1ccc(-n2c(=O)cc(N3CCN(c4ccccc4)CC3)[nH]c2=O)cc1	-1%	-3%	-15%	0%	1	-23%	-1%	-11%	-7%
O=C(c1ccc2nsnc2c1)N1CCN(c2ccc([N+](=O)[O-])cc2)CC1	-8%	-1%	4%	39%	7	-13%	-26%	9%	3%
C/C(=N/NC(=O)C1CCCC1)c1ccc(NC(=O)C(F)(F)F)cc1	.	-6%	.	22%	.	-15%	.	.	-2%
COc1cccc(NC(=O)c2ccc3nc(CCc4ccccc4)oc3c2)c1	5%	.	-19%	-30%	6	-21%	-1%[60.1 µM]	-12%	?
COc1cc(OC)cc(C(=O)Nc2ccc3c(c2)n(C)c(=O)c(=O)n3C)c1	0%	.	-11%	16%	-8	-18%	-10%	5%	-1%
O=C(c1cccc(F)c1)N1CCN(c2ccc([N+](=O)[O-])c(N3CCCCC3)c2)CC1	7%	-2%	-17%	1%	0	?	-1%	-20%	?
CCOC(=O)C1(Cc2ccccc2)NC(c2ccccc2F)C2C(=O)N(CC)C(=O)C21 (centres undefined)	-2%	-3%	8%	12%	-1	-24%	-1%	-17%	-8%
CCCCC(=O)O	-2%	.	-14%	.	-6	.	2%	12%	.
COC(=O)Cc1cnc(NC(=O)C2C3CCC(C3)C2C(=O)O)s1 (centres undefined)	-4%	0%	8%	-2%	-2	0%	-6%	-42%	-4%
O=C(NCCN1CCNC1=O)C1CCC(=O)N(CCc2ccc(Cl)cc2)C1 (centres undefined)	4%	33%	-2%	0%	1	-2%	10%	-9%	-15%
Cc1[nH]n(-c2ccc(F)cc2)c(=O)c1C=Nc1ccc(S(=O)(=O)N(C)C)cc1	3%	14%	-1%	7%	2	10%	-13%	20%	-5%
O=C(NCCc1ccccc1)c1ccc(NS(=O)(=O)c2ccc3[nH]c(=O)[nH]c3c2)cc1	9%	-15%	6%	.	-2	-11%	-8%	-13%	.
Cc1ccc(CNC(=O)CN2C(=O)NC(C)(c3ccccc3Cl)C2=O)cc1 (centres undefined)	-12%	7%	-18%	23%	2	?	2%	-10%	2%
Cc1cccc(Cn2cc(C(=O)c3ccccc3)c(=O)c3cc4c(cc32)OCO4)c1	8%	.	-18%	-4%	-11	6%	-4%	0%	-17%

An excerpt; the hit share may differ from the screen's.
